Assay outcomes (PubChem BioAssay)
ALOX12 inh = inhibitors of human 12S-lipoxygenase ALOX12; P18054; 580,000 compounds, 1.1% hits; Potency, µM (highest dose often 108 µM), for the others: top-dose activity change, negative = inhibition, hits mostly inhibitors; purified 12hLO, xylenol orange hydroperoxide absorbance; active = well fitted inhibition curve with a large enough effect; inconclusive = small, poorly fitted or top-dose-only effect, or another doubt; inactive = no such curve, though single readings can be large or run the other way
Target sequence (P18054 whole entry, looked up): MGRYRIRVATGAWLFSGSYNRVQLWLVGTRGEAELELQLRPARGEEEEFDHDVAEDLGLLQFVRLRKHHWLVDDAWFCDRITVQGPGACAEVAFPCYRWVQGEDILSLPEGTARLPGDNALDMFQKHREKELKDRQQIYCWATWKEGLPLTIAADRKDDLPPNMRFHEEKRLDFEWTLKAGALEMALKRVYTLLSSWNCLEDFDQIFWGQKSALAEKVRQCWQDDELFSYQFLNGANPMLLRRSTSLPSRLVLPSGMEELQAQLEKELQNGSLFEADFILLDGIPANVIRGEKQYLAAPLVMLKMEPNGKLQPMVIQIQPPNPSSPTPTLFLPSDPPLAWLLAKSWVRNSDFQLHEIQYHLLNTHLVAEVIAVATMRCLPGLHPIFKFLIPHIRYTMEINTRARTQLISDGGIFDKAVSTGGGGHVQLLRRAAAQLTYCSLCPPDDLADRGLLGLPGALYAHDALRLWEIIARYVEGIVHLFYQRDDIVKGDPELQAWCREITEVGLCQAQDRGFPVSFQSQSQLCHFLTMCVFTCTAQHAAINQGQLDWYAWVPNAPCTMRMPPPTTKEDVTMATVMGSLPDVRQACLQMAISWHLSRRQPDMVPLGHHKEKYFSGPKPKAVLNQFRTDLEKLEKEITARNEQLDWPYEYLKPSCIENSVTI
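Hydroperoxide product was detected by ferrous iron/xylenol orange as the 573 to 405 nm absorbance ratio. Arachidonic acid at 40 uM (final) was turned over for 30 min at room temperature by 150 nM human 12hLO, pH 7.0 Hepes buffer, after 15 min compound preincubation.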
* = called active by the depositor; ? = inconclusive; [ ] = another dose, or the depositor's remark. % is scaled to controls: 0 for no effect and ±100 for the full control effect; potency is read from the fitted curve at half-maximal effect. Not all compounds are listed; count on the stated rates, not on these rows.

SMILES	ALOX12 inh
Cc1cc(OC2CN(C(=O)c3ccccc3F)C2)ccc1F	29%[176 µM]
COc1ccc(OC)c(/C=C2\Oc3cc(OC(=O)c4ccc(C(C)(C)C)cc4)ccc3C2=O)c1	7%
CC(C)NC(=O)N1CC[C@H](c2nc3ccc(F)cc3[nH]2)C1	29%[176 µM]
CCCN(CC1CCOC1)S(=O)(=O)c1ccc2c(c1)CCC2 (stereo not given)	63%[activator]
O=C(c1cn(-c2ccc(Cl)cc2)nn1)N1CCc2ccccc2C1	8%
CC(C)(O)C#Cc1ccc(C(=O)NC(Cc2c[nH]c3ccccc23)C(=O)O)cc1 (stereo not given)	-27%
COC(=O)c1cc(NC(=O)CC23CC4CC(CC(C4)C2)C3)cc(C(=O)OC)c1	-5%
CCc1nc2c(NC(=O)NCc3ccc(OC)cc3)cccn2n1	58%[activator]
COc1cc(N2CCC(O)CC2)ccc1Nc1cc(Nc2ccccc2S(=O)(=O)C(C)C)c2cc[nH]c2n1	?
CC(C)(C)c1ccc(C2CC(=O)c3cnc(N)nc3C2)cc1 (stereo not given)	-20%
CCOC(=O)C1=C(CNCc2ccc(C)cc2)NC(=O)NC1c1ccc(Cl)cc1 (stereo not given)	?
O=C(c1cccnc1)N1CC(Oc2ccc(-c3noc(-c4ccccc4)n3)cc2)C1	36%
Cn1ccnc1C(=O)N1CCN(C(=O)N2CC3CC(C2)[C@H]2CCCC(=O)N2C3)CC1 (stereo not given in full)	0%
COc1cccc(-c2cnc3c(NC=O)cc(-c4ccc(O)c(OC)c4)cn23)c1	?
Cn1cnnc1Sc1ccc(/C=N/Nc2ccc(S(N)(=O)=O)cc2[N+](=O)[O-])cc1[N+](=O)[O-]	18%
CN(C)CC1(O)CCC2(CCN(C(=O)c3cnccn3)CC2)CC1	86%[activator]
O=C(N1CCCN(c2cc(-c3ccc(Cl)cc3)[nH]n2)CC1)C1(c2ccccc2)CC1	?
O=C(c1ccncc1)N1CCCN(CCc2ccccc2)c2ccccc21	15%
O=c1c2c(n(Cc3ccccc3)n1-c1ccccc1)CN(Cc1cccnc1)CC2	-17%[176 µM]
CCn1nc(C)cc1-c1nn2c(-c3ccc(F)cc3)nnc2s1	17%
CSCCCN1CC(Oc2cccc(C(=O)N3CCCC3)c2)C1	?
COc1ccc(S(=O)(=O)[C@H]2CS(=O)(=O)C[C@@H]2NCc2ccccn2)cc1	2%
CC(C)NC(=O)CNC(=O)c1n[nH]c(=O)c2ccccc12	-7%
COc1ccc(C(=O)N2CC[C@H]3COC(=O)N3c3cc(C)ccc3C2)cc1	12%[176 µM]
COCCOC(=O)/C(C#N)=C\c1ccc(Cl)c(Cl)c1	-5%
Cc1ccc(NC(=O)N2CCc3[nH]c4ccc(F)cc4c3C2)cc1	?
CS(=O)(=O)Cc1ccc(CNCc2cccc3ccccc23)cc1	-11%
O=C(O)c1ccc(CN2Cc3[nH]cnc3C[C@H]2c2nc(-c3ccc(F)c(Cl)c3)no2)cc1	80%[activator]
Cn1c(=O)c2c(ncn2CC(=O)OCC(=O)c2ccc(OC(F)F)cc2OC(F)F)n(C)c1=O	1%
CC(C)(O)CCc1cccc(C(=O)NC2CCN(c3ncccc3C#N)CC2)c1	2%

Part of the list above in order of heavy-atom count, smallest number first:
SMILES	ALOX12 inh
COCCOC(=O)/C(C#N)=C\c1ccc(Cl)c(Cl)c1	-5%
CC(C)NC(=O)CNC(=O)c1n[nH]c(=O)c2ccccc12	-7%
CSCCCN1CC(Oc2cccc(C(=O)N3CCCC3)c2)C1	?
Cc1ccc(NC(=O)N2CCc3[nH]c4ccc(F)cc4c3C2)cc1	?
COc1ccc(S(=O)(=O)[C@H]2CS(=O)(=O)C[C@@H]2NCc2ccccn2)cc1	2%
COc1ccc(C(=O)N2CC[C@H]3COC(=O)N3c3cc(C)ccc3C2)cc1	12%[176 µM]
CC(C)(O)CCc1cccc(C(=O)NC2CCN(c3ncccc3C#N)CC2)c1	2%
O=C(N1CCCN(c2cc(-c3ccc(Cl)cc3)[nH]n2)CC1)C1(c2ccccc2)CC1	?
O=C(O)c1ccc(CN2Cc3[nH]cnc3C[C@H]2c2nc(-c3ccc(F)c(Cl)c3)no2)cc1	80%[activator]
Cn1c(=O)c2c(ncn2CC(=O)OCC(=O)c2ccc(OC(F)F)cc2OC(F)F)n(C)c1=O	1%

(further entries)
SMILES	ALOX12 inh
COCCn1ccc2c(C3=CCOCC3)nc(-c3cccc(CO)c3)cc21	8%[176 µM]
CS(=O)(=O)c1cccc(C(=O)N2CCN(C(=O)c3ccccc3)CC2)c1	23%
Cc1ccc(NC(=O)N2Cc3[nH]cnc3C[C@H]2c2nc(-c3ccncc3)no2)cc1	46%[activator][176 µM]
CCCCCn1nc(C(=O)Nc2nc(-c3cc(OC)ccc3OC)cs2)c2ccccc2c1=O	50%[activator]
CCOC(=O)C(O)(c1ccc(N(C)C(=O)Nc2ccc(Cl)cc2)cc1)C(F)(F)F (stereo not given)	-25%
O=C1CCCN1CCCN1C(=O)[C@@H]2C[C@@H](O)CN2C2(CN(Cc3cccc(OC(F)(F)F)c3)C2)C1=O	11%
CC(=O)N1CC2(CCN(Cc3nnc(C)n3C)CC2)CC1C(=O)O (stereo not given)	42%
Cc1ccc(C(=O)N2CCCCCCNC(=O)[C@@H]3CCC[C@@H]32)s1	29%
COc1ccc(F)cc1C(=O)/C=C/c1cccc(C#N)c1	-20%
CN(C(=O)CSc1nnc(-c2ccccc2)o1)C1(c2ccccc2Cl)CCCCC1=O (stereo not given)	-3%
COCCn1nc2n(c1=O)CCN(Cc1ccc3[nH]ccc3c1)CC2	-2%
Cc1ccc(-c2cn3c(n2)CO[C@@H](CNC(=O)CCC(=O)O)C3)cc1	7%[176 µM]
C=CCNC(=O)[C@@H]1[C@H](c2cc(OC)c(OC)c(OC)c2)c2cc3c(cc2[C@H](O)[C@H]1CO)OCO3	-9%
Cc1ccc(-c2nnc(SC3=CS(=O)(=O)c4ccccc43)o2)cc1	?
CCOC(=O)N1CCC(N2CCN(c3cc(C(C)C)nc(C)n3)CC2)CC1	-2%
CN1CC(=O)N(c2cccnc2)Cc2c(NCC3CCCCC3)ncnc21	-1%
N#Cc1ccc2nc([C@H]3CCN(Cc4ccc(F)c(F)c4)C3)[nH]c2c1	24%[176 µM]
O=C(Nc1ccc(Cl)cc1)C1Cc2c(-c3ccc4c(c3)OCO4)ccnc2O1 (stereo not given)	-22%
Cc1cccnc1CN1C[C@@H](F)[C@@H](OCc2nc3ccccc3o2)C1	83%[activator][176 µM]
CCOc1ccccc1NC(=O)N1CCCCCCNC(=O)[C@@H]2CCCC[C@@H]21	1%
C#CCN(C)C(=O)c1onc(-c2ccc(OC)cc2)c1[C@H](C)O	46%[activator][176 µM]
COc1ccc(CC(=O)N2CCc3nc(-c4ccc(Cl)cc4)nc(-c4ccccc4)c3C2)cc1	-4%
CC(C)(C)OC(=O)CN(Cc1ccc(Cl)cc1)Cc1ccc([N+](=O)[O-])s1	?
O=C(NCCc1noc(C2CCCC2)n1)c1cc(F)c(F)cc1Cl	63%[activator]
COCC(=O)N[C@H]1C[C@@H](CO)N(Cc2ccc(C#N)cc2)C1	?
O=C1COc2ccc(Nc3cccnc3)nc2CN1Cc1ccc(C(F)(F)F)cc1	7%[176 µM]
COc1ccc(-n2nnnc2C2CCN(S(=O)(=O)c3ccc(F)cc3)CC2)cc1	?
CN(CC1CCOC1)C(=O)NCCc1ccccc1 (stereo not given)	40%[activator]
O=C(O)c1ccccc1SCc1ccc(Br)cc1	-5%
CN1C(=O)[C@H]2CN(Cc3ccc(C#N)cc3)C[C@H]2C1=O	0%

The closing four compounds of the part before lead into the next:
SMILES	ALOX12 inh
COc1ccc(-n2nnnc2C2CCN(S(=O)(=O)c3ccc(F)cc3)CC2)cc1	?
CN(CC1CCOC1)C(=O)NCCc1ccccc1 (stereo not given)	40%[activator]
O=C(O)c1ccccc1SCc1ccc(Br)cc1	-5%
CN1C(=O)[C@H]2CN(Cc3ccc(C#N)cc3)C[C@H]2C1=O	0%
Cc1ccc(S(=O)(=O)N(C)CC(=O)Nc2ccc(Nc3ccccc3)cc2)cc1	-15%
O=C(c1ccc(=O)[nH]c1)N1CCC2(CCCN(Cc3ccccc3F)C2=O)C1 (stereo not given)	10%
CN1CCN(c2ncccc2CNC(=O)[C@H]2[C@@H]3C=C[C@@]4(CN(C)C(=O)[C@@H]24)O3)CC1	-2%
O=C(COn1nnc2ccc(S(=O)(=O)N3CCOCC3)cc21)NCc1cccc(Cl)c1	4%
C[C@@H]1CN([C@@H](C)CO)C(=O)CCCn2nncc2CO[C@H]1CN(C)C(=O)Cc1ccccc1	-5%
Cc1ccc2sc(N(Cc3cccnc3)C(=O)c3ccc(S(=O)(=O)N(C)C)cc3)nc2c1C	4%
CCc1nc2ccc(C(=O)N(CC)CCN(C)C)cn2c1N(C)Cc1nccs1	2%
CCc1nc2c(OCC(=O)c3ccc(F)cc3)cccn2c1N(C)C(=O)c1ccccc1F	-24%
CN1CC2CN(C(=O)NCc3ccc(F)cc3)CC(C1)O2	14%
COc1ccc(OCc2nc(C)c(CCO)c(=O)n2CC(=O)Nc2cccc(Cl)c2)cc1	11%
CC(C)NC(=O)CCC(=O)c1ccc2c(c1)OCCO2	27%
CS(=O)(=O)Oc1ccc2c(=O)c(Oc3ccccc3Br)c(C(F)(F)F)oc2c1	?
CN(CC1COc2ccccc2O1)C(=O)c1nn(Cc2ccccc2)c(=O)c2ccccc12 (stereo not given)	-29%
Cc1ccc(NC(=O)c2ccc3c(c2)N(S(C)(=O)=O)CC3)c(C)c1	30%
CC(C)c1ccc(NC(=O)CN2CCCC2)cc1	37%
CN1OC[C@@H]2CN3C(=Nc4cc(C(F)(F)F)cc(C(F)(F)F)c4)Sc4ccccc4[C@@H]3C[C@@H]21	?
CC(C)(C)OC(=O)N1CCC(NC(=O)c2[nH]c(C(F)(F)F)nc2-c2ccccc2)CC1	-3%
Cc1cc(Cl)ccc1OCC(=O)N1CCC2(CC1)CC(O)CCO2 (stereo not given)	20%
CN(C)c1ccc(CN[C@H]2C[C@H]3C(=O)NC[C@@H](CCC(=O)N4CCC(O)CC4)N3C2)cc1	-4%
COc1ccccc1Oc1c(C)oc2cc(OC(=O)N3CCOCC3)ccc2c1=O	41%
O=C(NC1CCCN(c2cc(-c3ccccc3)[nH]n2)C1)c1ccc(F)cc1Cl (stereo not given)	24%
Cc1c(CC(=O)Nc2ccc3c(c2)OCO3)c(=O)oc2c(C)c(O)ccc12	?
COc1ccc(-c2nnn3c2C2c4cc(-c5cccc(F)c5)ccc4CCN2C(=O)C3)cc1 (stereo not given)	-9%
CCCN1CCC2(CC1)Oc1c(OC)cccc1C1CC(c3ccc4c(c3)OCO4)=NN12 (stereo not given)	?
O=C(O)Cn1ccnc1[N+](=O)[O-]	1%
N#Cc1ccc(OCC(O)CNCCC2=CCCCC2)cc1 (stereo not given)	6%
Cc1nc(-c2ccc(S(=O)(=O)Nc3ccc(F)cc3F)cc2)co1	-17%
Fc1ccc(OC2CN(Cc3ccc(C(F)(F)F)cc3)C2)c(F)c1	7%[6.33 µM]
CCOc1ccc(C(CN2CCOCC2)C(C)=O)cc1OC (stereo not given)	32µM*
C#CCN(C[C@H]1[C@H](OC(=O)NCc2ccccc2)[C@H](OC(=O)NCc2ccccc2)C[C@H]2C(=O)N(c3ccccc3)C(=O)[C@@H]12)S(=O)(=O)c1ccc(C)cc1	?
O=C(NCCC1=CCCCC1)c1cc2c(s1)CN(C1CCCC1)C2	9%
O=C(NCc1ccccc1)c1cnc2n1CCN(Cc1ccccn1)CC2	21%[176 µM]
O=C(COCC(=O)N1CCN(c2ccccc2)CC1)NCc1ccc2c(c1)OCO2	-3%
CN(C)C(=O)CN1C(=O)CO[C@H](c2ccc(NC(=O)c3ccccc3)cc2)[C@H]1CO	41%[activator][176 µM]
COc1ccc([C@H]2C[C@@H](O)[C@@H](O)[C@@H]2NS(=O)(=O)c2ccc(C#N)cc2)cc1	17%[176 µM]
CCCS(=O)(=O)NC(=O)C1(C)CCN(C(=O)Cc2ccc(OC)cc2)C1 (stereo not given)	-57%
Brc1cccc(-c2noc(CCc3nc4ccccc4[nH]3)n2)c1	4%
O=C(NC1CCc2ccccc21)C1CCN(C(=O)c2ncn3c2COC(c2ccccc2)C3)CC1 (stereo not given)	-3%
O=C(CN1CCCC1=O)N[C@H]1CN(Cc2ccccc2F)C[C@@H]1C1CC1	-8%
Cc1nc(SC(C)c2cccc(F)c2)sc1CC(N)=O (stereo not given)	-6%
O=C1CN(Cc2ccc(-c3cccs3)cc2)CCN1c1ccc(Cl)nn1	12%[6.33 µM]
CNC(=O)N1CCC(C2CCN(C(=O)CCn3cccn3)C2)CC1 (stereo not given)	-1%
COc1ccc(/C=C2\CCc3ccccc3C2=O)cc1Br	-48%
Cc1nnc(-c2cc(C(=O)NC3CCOCC3)ccn2)n1CCc1ccccc1	51%[activator][176 µM]
O=C(CN1CCCC1c1ccc2c(c1)OCCCO2)Nc1ccccc1Cl (stereo not given)	7%
O=C(Cc1cccs1)N1CCC2(CC1)CC(N(Cc1ccc(F)cc1)C1CC1)CCO2 (stereo not given)	8%
Cc1ncc2c(c1CNC(=O)c1cncs1)CCN(C(=O)c1ccc(C(F)(F)F)cc1)C2	8%
CN(C)Cc1nnc(C2CC(NC(=O)c3ccc4c(c3)CCO4)C2)n1C (stereo not given)	31%
COc1ccccc1CNC(=O)C1N(C(C)C)C(=O)C12CCCC2 (stereo not given)	24%
CCCCNc1oc(/C=C/c2cccs2)nc1C#N	24%
Cc1cc(=O)[nH]c(NCCNc2cc(C3CC(N)C3)nc(N(C)C)n2)n1 (stereo not given)	38%
Cc1c(C(=O)C(=O)Nc2ccc(C(C)C)cc2)c2ccccc2n1C	?
CC(C)(C)S(=O)N1Cc2cc(C(=O)NCC(F)(F)F)nc(-c3cccc(-c4cccc(F)c4)c3)c2[C@H]1CCO (stereo not given in full)	?
